Bioassay records (PubChem BioAssay)
H9c2 protect – myocardial damage modulation in H9c2 cells. H9c2 cardiomyocytes, H2O2 injury protection, ATPLite, 2 h. protection from H2O2 cell death, % at 20 µM. hit rate 0.63% among 360,000. AID 588492;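 active = compounds giving at least 50% protection of heart cells from peroxide-induced death in the single-dose screen, raw or plate-pattern-corrected value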;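 note: 0% = DMSO wells with peroxide and 100% = DMSO wells without peroxide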
ABHD5-PLIN5 inh – inhibitors of human ABHD5-perilipin-5 interaction; Q00G26+Q8WTS1; hit rate 0.78% among 360,000; inhibition, % at 4 µM; Split G. princeps luciferase complementation, luminescence, 4 h; AID 602281;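 active = inhibition above the mean inhibition across every tested compound plus 3 SD, cut at about 22% in these data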;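 note: 0% = DMSO only wells and the 100% control is not disclosed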
MC4R antagonist – antagonists of human melanocortin 4 receptor (MC4R). P32245. hit rate 0.48% among 360,000. MC4R-expressing cells, MTII-stimulated cAMP, LANCE TR-FRET. inhibition, % at 6.5 µM;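 active = inhibition above its plate's cutoff, the mean of tested wells on that plate plus 3 SD, cut at about 29% in these data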;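 note: 0% = Melanotan II alone and 100% = Melanotan II plus saturating MCL0020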
Target sequence (P32245 whole entry, looked up): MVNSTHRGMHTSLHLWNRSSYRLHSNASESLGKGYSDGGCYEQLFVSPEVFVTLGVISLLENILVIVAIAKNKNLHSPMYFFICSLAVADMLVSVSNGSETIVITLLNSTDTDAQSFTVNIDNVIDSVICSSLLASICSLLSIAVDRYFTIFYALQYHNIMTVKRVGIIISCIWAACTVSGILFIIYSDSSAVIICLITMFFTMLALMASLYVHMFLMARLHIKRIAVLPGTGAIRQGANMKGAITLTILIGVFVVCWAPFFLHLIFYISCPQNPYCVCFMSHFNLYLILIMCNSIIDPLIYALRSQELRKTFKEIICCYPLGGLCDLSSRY
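Assay system: human MC4R-expressing U2OS cells; reagent: Melanotan II stimulation of cells; dosing: 6.5 µM single dose; timing: compound 30 min, challenge 1 h, detection 1 h; signal: TR-FRET cAMP assay; replicates: one well per compound, no replicates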
hiPSC survival – hiPSC single-cell survival enhancement; ATPlite luminescence; 100% = ROCK inhibitor wells, 0% = DMSO; survival enhancement, % at 20 µM; hit rate 0.044% among 360,000; AID 602274; in the data active = survival enhancement above about 18%;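 note: cells exposed to compounds for 16 hours before the ATP read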
MC4R ag barr – activates human MC4R beta-arrestin recruitment. P32245. U2OS MC4R beta-arrestin complementation, luminescence; percent of melanotan II response, DMSO zero. activation, % at 8.9 µM. hit rate 0.98% among 360,000;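 active = activation above a per-plate cutoff, the mean activation of sample wells on that plate plus 3 SD, cut at about 8% in these data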
aDG glyco up – increases alpha dystroglycan glycosylation | Pro5-aDG cells, alpha-DG glycosylation AlphaScreen (IIH6); 0% Pro5, 100% B10-LARGE cell signal | activation, % at 10 µM | hit rate 0.22% among 360,000;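 active = activation of at least 8% versus controls, or a plate z-score of at least 8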;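 note: Pro5 are CHO cells carrying HIG-tagged alpha-DG that lacks glycosylation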
ABCB6 inh MLPCN – human ABCB6 transporter inhibition | fluorescence ratio to DMSO, % at 10 µM | hit rate 0.19% among 360,000 | Q9NP58 | K562-ABCB6 porphyrin accumulation, flow cytometry, 1 h; active compounds read low;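 active = fluorescence ratio to DMSO below 75%, the collection mean minus 3 SD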;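 note: signal is porphyrin accumulated inside mitochondria; 100% equals median channel fluorescence of DMSO control wells; lower ratio means ABCB6 inhibition with less porphyrin fluorescence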
Granule exo inh – blocks lytic granule exocytosis. TALL-104 LAMP-1 surface exposure, flow cytometry; cells stimulated with thapsigargin and PMA. inhibition, % at 10 µM. hit rate 0.66% among 360,000;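 active = inhibition above about 55%, limit read from the data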
m5-HT2A agonist – mouse HTR2A agonism via beta-arrestin recruitment. activation, % at 7.6 µM. P35363. CHO-K1 mHTR2A beta-arrestin complementation, luminescence; percent of 30 µM serotonin response. hit rate 0.66% among 360,000;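 active = activation above a run cutoff, the mean activation of all tested compounds plus 3 SD, cut at about 14% in these data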;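 note: 0% = plate median of compound wells and 100% = 30 µM serotonin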
Target sequence (P35363 whole entry, looked up): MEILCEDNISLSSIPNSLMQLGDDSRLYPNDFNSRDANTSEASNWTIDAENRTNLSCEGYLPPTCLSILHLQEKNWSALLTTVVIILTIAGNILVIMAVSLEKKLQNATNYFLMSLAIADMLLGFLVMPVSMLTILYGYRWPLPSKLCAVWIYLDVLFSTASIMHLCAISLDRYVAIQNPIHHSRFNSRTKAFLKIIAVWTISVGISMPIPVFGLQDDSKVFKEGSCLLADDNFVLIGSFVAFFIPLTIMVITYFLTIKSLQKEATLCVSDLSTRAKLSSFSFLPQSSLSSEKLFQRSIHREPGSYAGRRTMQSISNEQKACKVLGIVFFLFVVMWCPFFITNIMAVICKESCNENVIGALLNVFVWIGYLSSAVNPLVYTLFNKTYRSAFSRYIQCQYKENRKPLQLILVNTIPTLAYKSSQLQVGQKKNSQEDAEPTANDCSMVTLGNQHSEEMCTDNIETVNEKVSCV
Glyco luc inh – blocks N-linked glycosylation in D54 reporter cells | D54 ERlucT glycosylation luciferase reporter, 24 h; percent of 100 nM tunicamycin response | reporter increase, % at 12.5 µM | hit rate 0.23% among 360,000 | AID 588692;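 active = mean luciferase reporter signal, scaled so untreated is 0 and the glycosylation-blocking control 100, at or above a set limit in every replicate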;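 note: luciferase carries N-glycosylation sites so blocking glycosylation raises the light; 0% = median of neutral control wells and 100% = median of 100 nM tunicamycin wells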
* = called active by the depositor; . = not tested or not shown.

SMILES	H9c2 protect	ABHD5-PLIN5 inh	MC4R antagonist	hiPSC survival	MC4R ag barr	aDG glyco up	ABCB6 inh MLPCN	Granule exo inh	m5-HT2A agonist	Glyco luc inh
CC(C)c1ccc(NC(=S)NN2CCN(C)CC2)cc1	2	-2	15	-0.6	-0.8	0.2	94	-2	-10	-2
CCc1cccc(CC)c1N(COC)C(=O)Cn1c(CO)nc2ccccc21	2	4	-1	-0.2	-1.9	0.0	98	-1	1	0
O=C(NCc1cccnc1)c1cc(C2CCCN(C(=O)C3CCCCC3)C2)on1 (stereo not drawn)	-1	-5	10	0.4	0.2	0.2	99	2	4	-1
O=C1CC(N2CCC(c3nc4ccccc4s3)CC2)C(=O)N1Cc1ccccc1 (stereo not drawn)	10	6	15	0.0	1.2	0.3	94	0	0	1
O=C(c1ccccc1)C1CC1c1ccccc1 (stereo not drawn)	-9	-7	2	-1.8	-0.9	0.0	93	-5	-5	-3
COc1ccccc1/C=C/C(=O)OCC(=O)NC(=O)NC1CCCC1	5	-3	0	0.0	1.1	0.1	99	0	4	2
CN(CC(=O)Nc1ccc(F)cc1)C(=O)COC(=O)CCN1C(=O)C2CC=CCC2C1=O (stereo not drawn)	5	-4	8	0.8	-1.2	-0.2	94	27	0	1
O=C(CSC1=NS(=O)(=O)c2cc(F)ccc2N1)NCc1ccccc1Cl	2	-8	9	0.3	-2.5	0.0	99	-10	0	1
CC(C)c1ccccc1NC(=S)NC1CCCCC1	-9	-7	0	0.1	-1.5	-0.1	91	-1	-2	-1
CCN(CC)C(=O)COc1ccc(/C=C(\C#N)S(=O)(=O)c2ccccc2)cc1OC	12	3	10	-0.3	-1.5	-0.1	146	-4	2	2
CC(=O)N1CCC(C(=O)N2c3ccccc3N=C(c3ccc4c(c3)OCO4)C2C(=O)NCc2ccccc2)CC1 (stereo not drawn)	.	19	.	.	.	0.0	.	-1	6	.
NCCNC[C@@H]1COC2(CCCCCCCCCCC2)O1	0	0	-4	-0.8	5.3	0.7	107	17	1	3
O=C1S/C(=C\C=C\c2ccco2)C(=O)N1c1ccc(O)cc1	-12	49*	7	0.0	0.8	0.4	102	-3	1	7
CCOC(=O)c1sc(N2C(=O)C(O)=C(C(=O)c3ccco3)C2c2cccc([N+](=O)[O-])c2)nc1C (stereo not drawn)	-3	0	-1	-0.3	0.7	0.0	95	3	8	-1
COc1ccc(N2CCN(C(=O)COC(=O)CNC(=O)c3ccccc3)CC2)cc1	-5	2	4	-0.4	0.6	0.0	102	0	1	0
O=C(O)C1CCCN(S(=O)(=O)c2ccccc2[N+](=O)[O-])C1 (stereo not drawn)	1	1	7	-0.4	-1.4	-0.1	90	-16	-1	1
CCC(CC)c1nnc(NC(=O)c2ccc([N+](=O)[O-])cc2)s1	-3	-3	0	3.7	-1.1	0.0	95	-7	1	-2
O=C(NNC(=S)Nc1cccc(C(F)(F)F)c1)c1cccc(Cl)c1	-28	-2	16	-2.9	0.4	0.0	96	2	-2	2
Cc1nc(SCC(=O)N2CCc3ccccc32)n[nH]1	-7	2	4	3.2	0.0	-0.1	100	-3	10	2
O=C(NCCc1ccccc1)c1cnc2ccccn2c1=O	8	1	3	-1.9	-0.7	-0.1	101	-1	9	-11
COC(=O)c1ccc(NC(=O)CSc2nnc(C)n2-c2ccccc2)cc1	-1	-5	8	-2.5	1.9	0.0	104	-2	-13	8
CCOC(=O)C1=CCC(c2ccccc2Cl)N(S(=O)(=O)c2ccc(C)cc2)C1 (stereo not drawn)	-4	-3	.	1.2	.	0.2	104	0	-3	2
O=S(=O)(c1ccccc1)c1ncc(C(F)(F)F)cc1O	-3	-7	8	4.4	-3.2	-0.1	95	-1	-3	0
CN(CC(=O)Nc1ccc2c(c1)OCCO2)S(=O)(=O)c1ccc(Br)s1	-12	0	-1	0.4	1.7	-0.5	99	4	0	-1
CC(=O)c1cccc(NC(=O)Nc2cccnc2)c1	1	4	2	-1.8	-1.9	-0.1	97	-3	-1	-10
CC(C)(C)c1nc(SCC(=O)N2CCCC2)c2ccccc2n1	18	0	18	3.6	1.9	0.7	90	2	-2	-1
O=C(CN1CCCCC1)Nc1ccc(F)c(Cl)c1	-1	1	1	1.8	-0.8	0.5	93	-1	4	-1
CCc1cccc(CC)c1NC(=O)C1SC(=Nc2ccccc2C)C(c2nc3ccccc3s2)=C1N (stereo not drawn)	-11	-7	10	-2.3	-0.2	2.9	98	7	-1	-3
S=c1[nH]nc(COc2ccc(Cl)cc2)n1Cc1ccccc1	-3	-8	-6	2.5	0.7	0.5	98	3	6	1
CC(=O)N1CC(C)Sc2ccc(S(=O)(=O)NC(C)c3ccccc3)cc21 (stereo not drawn)	-8	-9	2	-0.6	-2.2	0.3	94	-3	9	-2
COc1ccc(/C=N/Nc2nc(-c3ccc(Cl)cc3)cc(C(F)(F)F)n2)cc1OC	12	-10	5	2.2	-0.4	-0.3	94	-1	-1	-3
O=C(c1ccccc1)N1CCN(S(=O)(=O)c2ccc(Cl)c(C(F)(F)F)c2)CC1	-10	-3	6	-0.4	-0.4	0.1	79	1	-5	-2
COc1ccc(NC(=O)c2cc3c([nH]c4ccccc43)c(C)n2)cc1	-3	3	2	-1.8	-1.7	0.0	105	-5	0	1
COc1cc(N2CCCC2)c(OC)cc1C=O	-15	-14	15	-0.1	-0.5	0.1	93	-6	0	1
O=C(c1ccc(OC2CCN(Cc3cccc(F)c3)CC2)cc1)N1CCCCC1	-1	-5	11	0.1	-2.9	0.6	104	-4	-6	-1
CCCc1cc(-c2n[nH]c(C(=O)OCC)c2-c2cscn2)c(O)cc1O	-6	2	1	-1.8	0.1	0.1	95	-2	0	-2
Cc1cccc2cc(COC(=O)C3CCCO3)c(=O)[nH]c12 (stereo not drawn)	0	-4	-1	0.5	-2.6	-0.1	99	4	5	3
O=C(CSc1ncnc2c1oc1ccccc12)N1CCN(c2ccccc2)CC1	6	1	12	-2.6	2.1	0.0	98	2	3	-2
Cc1ccc(Nc2nc(C)nc3c2oc2ccccc23)cc1	-3	4	4	-0.4	4.8	0.1	98	10	3	-1
Cc1ccc(CNC(=S)N2CCOCC2)cc1	-6	-9	2	-0.5	-4.9	-0.1	100	-3	-8	0
c1ccc2[nH]c(CN3CCOCC3)nc2c1	-6	1	13	2.1	-0.3	-0.1	101	6	-2	1
CN(CCc1ccccc1)C(c1ccnc2ccccc12)c1nnnn1-c1ccc2c(c1)OCCO2 (stereo not drawn)	.	3	.	-0.7	.	-0.1	96	1	-8	.
Cc1ccc(Cn2cc(CN3CC(N4CCN(CCO)CC4)CS3(=O)=O)nn2)cc1 (stereo not drawn)	.	0	.	-0.2	.	0.1	97	1	2	.
C#CCNC(=O)C1=C[C@@H](C2CCCCC2)C[C@@H](OCc2ccc(CO)cc2)O1	-18	-4	9	-0.9	-0.6	0.1	97	7	-5	1
Cc1ccc(NC(=O)N2CCC(c3ccccc3)C2)cc1C (stereo not drawn)	-13	0	2	-0.3	-0.1	0.0	99	0	-3	-7

Entries listed so far marked active in ABHD5-PLIN5 inh:
SMILES	ABHD5-PLIN5 inh	MC4R antagonist	MC4R ag barr	aDG glyco up	ABCB6 inh MLPCN	Granule exo inh	m5-HT2A agonist	Glyco luc inh
O=C1S/C(=C\C=C\c2ccco2)C(=O)N1c1ccc(O)cc1	49*	7	0.8	0.4	102	-3	1	7

Other structures follow.
SMILES	H9c2 protect	ABHD5-PLIN5 inh	MC4R antagonist	hiPSC survival	MC4R ag barr	aDG glyco up	ABCB6 inh MLPCN	Granule exo inh	m5-HT2A agonist	Glyco luc inh
O=C(NCc1ccc2c(c1)OCO2)C(c1ccco1)N(C(=O)c1csnn1)c1ccccc1 (stereo not drawn)	11	-7	-4	2.1	-1.0	-0.2	100	4	1	0
Cc1ccccc1C(=O)NC(=S)NC1CC1	-4	-2	17	-0.5	1.7	-0.1	101	-8	2	0
COc1ccc(S(=O)(=O)N2CCc3ccccc32)cc1C(=O)NCC(c1ccco1)N1CCCC1 (stereo not drawn)	1	6	9	-0.4	4.6	0.2	97	13	-14	0
O=C(c1cc2c(s1)CCCC2)N1CCN(S(=O)(=O)c2ccccc2)CC1	-8	-5	3	-0.3	0.1	-0.1	102	10	-4	-2
Cc1ccc(C(=O)n2nc(-c3ccco3)nc2N)cc1	-8	-5	-2	-1.5	-1.9	-0.2	99	0	5	0
Cc1nc(CNC(=O)CC2C(=O)NCCN2Cc2ccc(F)cc2)cs1 (stereo not drawn)	3	1	11	0.6	-1.9	0.0	105	12	-9	1
Cc1cc(NC(=O)CCCC(=O)N(c2ccccc2)C(C(=O)NC2CCCCC2)c2cccs2)no1 (stereo not drawn)	6	-4	11	1.3	-0.4	0.0	98	-6	2	-1
CN(C)S(=O)(=O)c1cc(NC(=O)COC(=O)CC2CC3CCC2C3)ccc1Cl (stereo not drawn)	-6	-14	8	1.0	-0.2	0.0	92	-2	-2	3
COC(=O)[C@]12CCCCC=C1N(Cc1cccc3ccccc13)C(=O)[C@H](CC(=O)N1CCOCC1)C2	.	0	.	0.4	.	2.9	87	0	6	.
CC(=O)NNc1ccc(C(F)(F)F)cc1[N+](=O)[O-]	12	-1	11	2.6	-2.2	0.3	100	-2	0	-1
CS(=O)(=O)c1nncn1-c1ccccc1	-11	5	5	-3.9	-1.9	0.2	101	-1	-1	0
C=CCn1c(/N=C/c2ccc3c(c2)OCO3)nc2ccccc21	-1	-11	16	0.0	0.1	0.0	100	0	0	3
CCn1ncc(/C=N/NC(=O)c2ccc3c(c2)OCO3)c1C	5	0	1	-2.7	0.1	0.1	92	2	-2	14
CS(=O)(=O)Nc1nnc(SCC(=O)Nc2cccc([N+](=O)[O-])c2)s1	-2	-1	11	-0.7	-3.3	0.0	111	2	1	4
COc1ccc(-n2c(SCC(=O)Nc3ccc(Cl)cc3)nc(O)c(Cc3ccccc3)c2=O)cc1	-5	1	0	0.5	-0.8	0.1	95	-1	-2	0
Cc1cn([C@H]2C[C@H](O)[C@@H](CNCc3cccn3-c3ccncc3)O2)c(=O)[nH]c1=O	1	-1	-4	2.0	-0.4	-0.1	101	-5	5	0
CCN(CC)C(=O)C1CCCN(Cc2ccc(OC)c(C)c2C)C1 (stereo not drawn)	-3	-2	6	6.3	0.5	-0.2	103	1	-2	3
CCOC(=O)CSc1ncnc2c1cnn2-c1ccccc1	-5	4	5	-0.1	1.6	-0.1	100	-1	5	3
CCCCCN(C(=O)CCC(=O)OCC(=O)N1CCCC(C)C1)c1c(N)n(CCCC)c(=O)[nH]c1=O (stereo not drawn)	-1	-2	3	-0.2	-3.0	0.6	101	-6	8	1
Cc1cc(C)c2c(=O)[nH]c(=O)n(Cc3ccccc3)c2n1	0	5	0	0.3	1.2	-0.1	104	-3	3	-2
O=C(Nc1scc(-c2ccccc2)c1C(=O)O)c1ccccc1F	2	-4	5	-0.7	-1.8	0.0	80	4	3	1
Cc1nn(-c2ccccc2C(=O)O)c(=O)c2ccccc12	-3	1	7	3.9	-0.4	-0.2	104	-4	0	3
